# Screening results (PubChem)
# p53 reactivation: mutant p53 re-activation in reporter cells; AID 504706; Potency, µM (doses to about 92.2 µM), for the others: top-dose activity change, positive = activation, usual class: activators; 0.063% of 320,000 active; H1299 p53-A138V BP100-luciferase reporter, luminescence, 24 h; note: potency is the fitted concentration of half-maximal effect; % of control where 0% means no effect; nearly all actives have a fitted effect of over 45% in size
#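 H1299 (p53-null), stable ts p53-A138V + BP100-Luc; 1000 cells/well, Opti-MEM/10% FBS; cpd 4 pt, 1:5; 24 h, 37 deg C, 5% CO2; detection reagent 10 min RT; luminescence.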
# Giardia killer: kills Giardia lamblia | Giardia lamblia trophozoite viability | 0.15% of 340,000 active | AID 540267 | activity change, % at 7.66 µM, hits read low; in the data active = activity change below about -80%; inconclusive = between about -30% and that limit;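 note: parasites exposed to compound for two days anaerobically before the ATP read; % is set by controls: 0 for no effect and ±100 for the full control effect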
#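 Each well holds 100 Giardia trophozoites and compound. After two days (48 hrs) at 37 deg C in anaerobic conditions, ATP is quantified by luminescence.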
# NPC1 prom act: NPC1 promoter activation; Huh7 NPC1 promoter luciferase reporter, 24 h; Potency, µM (highest dose often 9.22 µM), for the others: top-dose activation, actives largely listed as activators; 2.4% of 320,000 active; AID 485313;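 note: potency is the fitted concentration of half-maximal effect; % of control where 0% means no effect; nearly all actives have a fitted effect of over 60% in size; reporter is driven by a mutant NPC1 promoter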
#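 NPC1 promoter–luciferase Huh7 cells; 24 h compound; luminescence.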
# Rab9 prom act: activates the Rab9 promoter; Huh7 Rab9 promoter-luciferase reporter, luminescence, 24 h; Potency, µM (series often up to 9.22 µM), inactives show at the top dose activation, negative = inhibition, hits mostly activators; 2.8% of 320,000 active; AID 485297; note: potency is the fitted concentration of half-maximal effect; % of control where 0% means no effect; nearly all actives have a fitted effect of over 60% in size
#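 Steps: seed 1500 Huh7 Rab9-luc cells per well, rest 2 h at 37 °C; add compound in DMSO; incubate 24 h; add luciferase reagent, 10 min ambient; read luminescence.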
# RORgamma inh: inhibitors of mouse ROR gamma transcriptional activity. 5.4% of 310,000 active. Potency, µM (titrated, usually from 53.6 µM), inactives show top-dose activity change, negative = inhibition, actives largely listed as inhibitors. Drosophila S2 Gal4-RORgamma UAS-luciferase reporter, 20 h. AID 2551. P51450; note: potency is the fitted concentration of half-maximal effect; % is set by controls: 0 for no effect and ±100 for the full control effect; nearly all actives have a fitted effect of over 60% in size
# Target sequence (P51450 whole entry, looked up, the tested form may be a part): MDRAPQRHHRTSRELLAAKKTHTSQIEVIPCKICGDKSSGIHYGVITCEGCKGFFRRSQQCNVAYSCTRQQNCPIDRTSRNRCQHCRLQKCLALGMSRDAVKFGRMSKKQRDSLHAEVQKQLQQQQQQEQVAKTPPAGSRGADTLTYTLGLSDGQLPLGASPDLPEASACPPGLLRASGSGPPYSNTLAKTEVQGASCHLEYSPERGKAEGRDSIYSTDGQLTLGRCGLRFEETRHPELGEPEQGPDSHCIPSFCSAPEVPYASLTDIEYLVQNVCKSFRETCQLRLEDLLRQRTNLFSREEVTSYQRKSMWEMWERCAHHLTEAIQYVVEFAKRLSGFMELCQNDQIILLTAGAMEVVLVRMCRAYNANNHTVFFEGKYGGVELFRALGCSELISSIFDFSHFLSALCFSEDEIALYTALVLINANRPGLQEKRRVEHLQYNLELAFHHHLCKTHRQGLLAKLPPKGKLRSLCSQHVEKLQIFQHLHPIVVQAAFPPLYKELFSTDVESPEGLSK
#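 Read-out: Photinus luciferase luminescence; inhibitors lower reporter signal. Insect Schneider cells with Gal4-ROR gamma fusion under metallothionein promoter, UAS reporter; 700 uM final copper sulfate induction, 20 hr, ambient temperature.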
# PKM2 activator: PKM2 (human) enzyme activation | AID 1631 | Potency, µM (top dose mostly 57.5 µM), inactives show at the highest dose activation, actives largely listed as activators | purified PKM2, Kinase-Glo ATP luminescence, activation; response scale: 0% is enzyme alone, no compound | 0.34% of 260,000 active | P14618; note: potency is the fitted concentration of half-maximal effect; % is set by controls: 0 for no effect and ±100 for the full control effect; nearly all actives have a fitted effect of over 55% in size
#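 Purified hPK-M2 (>95%) run at intermediate activity with 0.1 mM ADP and 0.5 mM PEP in 50 mM imidazole pH 7.2, KCl, MgCl2; 1 h room temperature. ATP formed read by Kinase-Glo luminescence; normalized to uninhibited and no-enzyme controls.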
# ELG1 genotoxic: induces genotoxicity in HEK293T cells with luciferase-tagged ELG1; HEK293T ELG1-luciferase reporter, luminescence, 16 h; Potency, µM (top dose mostly 46 µM), inactives show at the top dose activity change, positive = activation, usual class: activators; 1.3% of 330,000 active; AID 504466; note: potency is the fitted concentration of half-maximal effect; % of control where 0% means no effect; nearly all actives have a fitted effect of over 60% in size
#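 Reporter readout depends on ELG1 protein level, which increases with genetic stress. After 16 hr compound exposure at 37 °C, luciferase activity was quantified using ONE-Glo.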
# VP16 counter: Gal4-VP16 reporter inhibition counter-screen. Drosophila S2 Gal4-VP16 UAS-luciferase, luminescence, 20 h. 3.5% of 310,000 active. Potency, µM (doses to about 53.6 µM), without a hit: at the top dose activity, negative = inhibition, actives largely listed as inhibitors;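 note: Gal4-VP16 expression switched on by copper sulfate through the metallothionein promoter; potency is the fitted concentration of half-maximal effect; % is set by controls: 0 for no effect and ±100 for the full control effect; nearly all actives have a fitted effect of over 50% in size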
# BRCA1 expr up: activators of BRCA1 expression; MCF7-BRCA1-FFLuc reporter, luminescence, 48 h; response scale: scaled: vehicle 0%, 10 µM genistein 100%; Potency, µM (highest dose often 46.1 µM), for inactives: at the highest dose activation, hits mostly activators; 1.1% of 380,000 active; note: potency is the fitted concentration of half-maximal effect; nearly all actives have a fitted effect of over 80% in size; some results filed as inactive show a strong effect at the top dose
#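 Quantitative HTS in MCF7 cells stably reporting BRCA1 expression via firefly luciferase. Compound treatment lasts 48 h at 37 °C in phenol-red free MEM. Activation is expressed relative to genistein at 10 microM and DMSO.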
# Menin-MLL TR inh: inhibitors of human menin-MLL interaction, mutant MLL peptide. O00255. Menin + Texas Red MLL mutant peptide, fluorescence polarization. Potency, µM (series often up to 61.6 µM), inactives show at the top dose FP activity change, negative = inhibition, usual class: inhibitors. 0.23% of 270,000 active; active = well fitted inhibition curve with a large enough effect in the polarisation, with a control signal flat, not every such curve was filed as active; inconclusive = small, poorly fitted or top-dose-only effect, or effect the other way, or a change in a side signal; inactive = no such curve, though single readings can be large or run the other way; the % refers to the polarisation; note: potency is the fitted concentration of half-maximal effect; % of control where 0% means no effect; many of its hits are not listed in these tables
# FLuc modulator: firefly luciferase modulation, counter-screen for miR-21 project; 6.9% of 360,000 active; Potency, µM (titrated, usually from 57.5 µM), for inactives: at the highest dose activity change, negative = inhibition, hits mostly inhibitors; AID 588342; purified FLuc, Km substrates, luminescence inhibition;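 note: potency is the fitted concentration of half-maximal effect; plate controls were vehicle for no effect and reference inhibitor for full effect; nearly all actives have a fitted effect of over 55% in size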
# Target sequence (P08659 whole entry, looked up): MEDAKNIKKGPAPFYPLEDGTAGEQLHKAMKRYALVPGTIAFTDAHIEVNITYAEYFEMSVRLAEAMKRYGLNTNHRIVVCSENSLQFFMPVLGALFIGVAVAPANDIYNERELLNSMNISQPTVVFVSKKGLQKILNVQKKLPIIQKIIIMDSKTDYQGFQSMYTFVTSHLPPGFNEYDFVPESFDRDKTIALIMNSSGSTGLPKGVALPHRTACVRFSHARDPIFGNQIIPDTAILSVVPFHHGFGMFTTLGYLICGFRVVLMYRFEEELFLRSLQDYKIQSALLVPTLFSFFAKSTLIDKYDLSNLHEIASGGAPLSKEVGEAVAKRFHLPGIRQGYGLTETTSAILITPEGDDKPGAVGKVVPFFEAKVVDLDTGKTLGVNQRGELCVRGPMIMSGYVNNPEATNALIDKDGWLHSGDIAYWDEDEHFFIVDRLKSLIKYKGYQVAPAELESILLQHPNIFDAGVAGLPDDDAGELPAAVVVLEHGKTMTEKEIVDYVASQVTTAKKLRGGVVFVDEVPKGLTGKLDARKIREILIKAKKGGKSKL
#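 Biochemical qHTS of compounds, final roughly 60 µM downward over six points, against 10 nM purified firefly luciferase using Km concentrations of substrates (10 uM D-luciferin, 10 uM ATP) in Tris acetate pH 7.5 buffer; luminescence output.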
# * marks the source's active call; other numbers are inactive results; ? = inconclusive; / = no result given; [ ] = remark or other dose. Unless noted, calls come from the whole dose curve; as a rule, active = well fitted curve in the direction sought with a large enough effect; inconclusive = small, poorly fitted or top-dose-only effect, or another doubt; inactive = no such curve, though single readings can be large; an effect the other way counts as inactive or inconclusive. This is a subset; count on the stated rates, not on these rows.
No.	smiles	p53 reactivation	Giardia killer	NPC1 prom act	Rab9 prom act	RORgamma inh	PKM2 activator	ELG1 genotoxic	VP16 counter	BRCA1 expr up	Menin-MLL TR inh	FLuc modulator
1	CC1Cc2nc(SCC(=O)NCCc3ccccc3)n(C)c(=O)c2S1 (stereo not drawn)	-8%	42[activator]	-3%	2%	-19%	0%	1%	-2%	4%	11%	4%
2	CCCCc1ccc(/C=C(\C#N)C(N)=S)s1	5%	-14	-1%	-3%	7.1µM*	-1%	-5%	?	-17%	?	?
3	NNC(=O)c1n[nH]c(=O)c2ccccc12	3%	0	0%	3%	-1%	0%	0%	-9%	-5%	/	-2%
4	CN1CCN(CC(O)COc2ccc(Cl)cc2)CC1 (stereo not drawn)	0%	16	-3%	14%	0%	5%	?	-1%	-15%	1%	5%
5	O=C(c1ccccn1)N(Cc1cc2ccccc2[nH]c1=O)C1CCCCC1	7%	5	1%	-5%	2%	-10%	0%	0%	-2%	-7%	1%
6	O=c1[nH]cc(S(=O)(=O)Nc2ccc3c(c2)OCO3)c(=O)[nH]1	3%	5	-3%	-6%	/	/	3%	/	28%	/	-17%
7	Cc1cccc2c(N=Nc3ccc(S(=O)(=O)Nc4ccc(Cl)cc4)cc3[N+](=O)[O-])c(O)[nH]c12	-5%	11	-8%	-3%	7%	-2%	-7%	5%	0%	?	0%
8	O=C1C(NS(=O)(=O)c2cccs2)=C(N2CCN(c3cccc(Cl)c3)CC2)C(=O)c2ccccc21	-5%	-5	0%	-7%	29%	-7%	-11%	-1%	-53%	/	-1%
9	CCC12CN(S(=O)(=O)c3ccc(C)cc3)CC(CC)(CN(S(=O)(=O)c3ccc(C)cc3)C1)C2=O	-3%	11	-6%	-6%	-4%	1%	-8%	1%	-34%	0%	9%
10	COc1cc(N2Cc3ccccc3C2)ccc1C=O	8%	-18	?	?	0.35µM*	1%	4µM*	0.4µM*	2%	20%	21µM*
11	COC(=O)c1ccccc1NC(=O)COC(=O)c1ccco1	-1%	9	-3%	-1%	10%	6%	0%	-1%	-17%	?	6%
12	COc1cccc(-c2ccc3c(c2)S(=O)(=O)c2cccc(C(=O)O)c2C3=O)c1OC	8%	-15	0%	-5%	/	/	2%	/	22%	/	?
13	Cc1ccc(/C=N/NC(=O)CSc2nc3nc(C)cc(C)n3n2)cc1	-5%	15	-1%	-5%	14%	-2%	5%	1%	-1%	0%	?
14	O=C(Nc1ccccc1)C1=C[C@H](c2ccccc2)C[C@H](OCc2ccc(CO)cc2)O1	4%	2	2%	0%	?	2%	2%	18%	-31%	29%	?
15	N=c1c(C(=O)NC2CCCCC2)cc2c(=O)n3ccccc3nc2n1CCc1ccccc1	6%	-6	1%	-6%	29%	0%	-7%	3%	-26%	?	5%

# Two records drawn at random from those above:
No.	smiles	p53 reactivation	Giardia killer	NPC1 prom act	Rab9 prom act	RORgamma inh	PKM2 activator	ELG1 genotoxic	VP16 counter	BRCA1 expr up	Menin-MLL TR inh	FLuc modulator
5	O=C(c1ccccn1)N(Cc1cc2ccccc2[nH]c1=O)C1CCCCC1	7%	5	1%	-5%	2%	-10%	0%	0%	-2%	-7%	1%
1	CC1Cc2nc(SCC(=O)NCCc3ccccc3)n(C)c(=O)c2S1 (stereo not drawn)	-8%	42[activator]	-3%	2%	-19%	0%	1%	-2%	4%	11%	4%

# Part of the list above, reduced to NPC1 prom act, Menin-MLL TR inh and Giardia killer.
entry | structure | NPC1 prom act | Menin-MLL TR inh | Giardia killer
2 | CCCCc1ccc(/C=C(\C#N)C(N)=S)s1 | -1% | ? | -14
3 | NNC(=O)c1n[nH]c(=O)c2ccccc12 | 0% | / | 0
4 | CN1CCN(CC(O)COc2ccc(Cl)cc2)CC1 (stereo not drawn) | -3% | 1% | 16

# (further entries)
No.	smiles	p53 reactivation	Giardia killer	NPC1 prom act	Rab9 prom act	RORgamma inh	PKM2 activator	ELG1 genotoxic	VP16 counter	BRCA1 expr up	Menin-MLL TR inh	FLuc modulator
16	COc1ccc(C2=Nc3cc(C)ccc3OC2)cc1	?	-23	0.89µM*	0.56µM*	10µM*	-7%	?	?	11µM*	21%	0.38µM*
17	CC(=O)Nc1ccc(S(=O)(=O)N2CCN(C3CCCCCCC3)CC2)cc1	-4%	4	-7%	-1%	12%	4%	-2%	-10%	-37%	1%	14%
18	CCOc1ccc(OCCOCCOc2ccccc2Cl)cc1	24%	1	-6%	-2%	14%[10 µM]	-1%	-1%	-5%	14%	2%	-16%
19	O=C(CS(=O)CC(=O)Nc1ccccc1-c1ccccc1)Nc1ccc(F)cc1 (stereo not drawn)	-2%	-12	-3%	0%	46%	-2%	1%	18%	?	5%	-2%
20	CCC(C)c1ccc(NC(=O)C2CCN(c3ccc(C(F)(F)F)cn3)CC2)cc1 (stereo not drawn)	7%	16	-12%	-21%	?	-3%	4%	-11%	-29%	-18%	-1%
21	CCc1ccc(/C([O-])=C(/C(=S)NCCN2CCOCC2)[n+]2ccccc2)cc1	0%	-3	-1%	-7%	-4%	-4%	0%	1%	13%	7%	-2%
22	CCN(CC)C(=O)CSc1ncnc2c1cnn2Cc1ccccc1	0%	8	0%	-6%	5%	7%	-23%	1%	1%	-10%	0%
23	Cc1noc(C)c1CSCC(=O)N(C)CC(=O)Nc1ccc(Cl)c(Cl)c1	-7%	-12	0%	-4%	/	/	-6%	/	-37%	/	2%
24	COc1ccc(C(=O)NCCNC(=O)c2cnccn2)cc1OC	1%	2	-7%	2%	-10%	/	17%	-3%	7%	/	-1%
25	Cn1c(COc2ccc(F)cc2)nnc1SCC(=O)NC1CC1	23%	4	-4%	5%	7%	-10%	14%	-8%	-3%	/	5%
26	O=C(NC1CCCC1)C(c1ccccc1)N(C(=O)c1ccno1)c1ccccc1 (stereo not drawn)	0%	29	-9%	1%	-4%	-4%	4%	-7%	-8%	-6%	3%
27	Cc1cc(=O)oc2c(C)c(OC(C)C(=O)NCC3CCC(C(=O)O)CC3)ccc12 (stereo not drawn)	/	16	6%	-1%	0%	0%	1%	0%	11%	-25%	-1%
28	O=C(N/N=C/c1c[nH]c2ccc(Br)cc12)c1ccn(Cc2ccc(Cl)cc2)n1	-4%	-3	-3%	3%	?	0%	-8%	-8%	-58%	?	-1%
29	O=C(COC(=O)Cc1ccccc1F)Nc1ccc(SC(F)F)cc1	-2%	16	-2%	-3%	?	-3%	0%	-9%	-19%	?	13µM*
30	O=c1c(Br)c(N2CCCC2)cnn1-c1ccccc1	?	-3	4µM*	2µM*	-11%	-3%	?	-19%	?	1%	21µM*

# Down the list, from the results shown.
# PKM2 activator, nos. 16–20: -7%, 4%, -1%, -2%, -3%

# New compounds follow.
No.	smiles	p53 reactivation	Giardia killer	NPC1 prom act	Rab9 prom act	RORgamma inh	PKM2 activator	ELG1 genotoxic	VP16 counter	BRCA1 expr up	Menin-MLL TR inh	FLuc modulator
31	Clc1cccc(CN2CCC(Cc3ccccc3)CC2)c1	19%	-5	7%	3%	10%	7%	-5%	-14%	-14%	-23%	-11%
32	CC(=O)Nc1ccc(S(=O)(=O)N2CCN(c3cc4c(cc3[N+](=O)[O-])n(C)c(=O)n4C)CC2)cc1	-5%	-11	-1%	-15%	19%	4%	-2%	?	-65%	51%[activator]	2%
33	COc1cc(OC)cc(C(=O)NCc2ccc(-n3cccc3)cc2)c1	3%	-8	-8%	5%	8%	/	0%	-3%	0%	19%	5%
34	Cc1nn(C)c(C)c1NC(=O)CCCSc1nc(-c2ccco2)cc(C(F)(F)F)n1	-16%	-7	-5%	-8%	?	-2%	-9%	-6%	0%	15%	-1%
35	COc1ccc(NC(=O)CSc2nnc(NC(=O)C3CCC3)s2)c(OC)c1	-1%	-10	-2%	-1%	23%	1%	-3%	-3%	-7%	?	-2%
36	Cc1ccc(NC(=O)C(Cc2ccccc2)N2C(=O)C3C4CCC(C4)C3C2=O)cc1Cl (stereo not drawn)	-3%	-14	-6%	0%	20%	-5%	-9%	-11%	-64%	?	-4%
37	CCOC(=O)c1cn(Cc2ccc(C)cc2)c2cc(F)ccc2c1=O	-5%	7	0%	0%	-10%	/	-6%	-8%	-21%	-22%	1%
38	COc1ccccc1CNC(=O)CN(Cc1ccc(Cl)cc1)S(C)(=O)=O	-3%	-6	0%	-13%	12%	4%	-5%	-7%	14%	1%	-1%
39	COC(=O)c1ccccc1NC(=O)COC(C)=O	9%	28	-2%	4%	-27%	0%	-1%	-5%	-20%	18%	6%
40	O=C(c1ccccc1)N(Cc1ccc(F)cc1)Cc1nc2ccccc2c(=O)[nH]1	-18%	-12	-1%	-2%	3.5µM*	3%	-2%	?	-13%	-10%	1%
41	CCN1CCN(c2ncnc3sc(C(=O)Nc4ccccc4F)c(C)c23)CC1	0%	-2	0%	12%	11%	-1%	0%	-11%	-32%	-5%	3%
